APEX1 inh: inhibitors of human APE1 endonuclease. Potency, µM (top dose mostly 65.8 µM), inactives show at the top dose activity change, negative = inhibition, usual class: inhibitors. P27695. 350,000 compounds, 0.35% hits. recombinant APE1, TAMRA/BHQ-2 abasic DNA cleavage fluorescence. AID 2517;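 further: potency means the concentration at half of the fitted maximal effect; plate controls were vehicle for no effect and reference inhibitor for full effect; nearly all actives have a fitted effect of over 55% in size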
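Step 1: APE1 (0.75 nM) with compound, 15 min RT. Step 2: add 50 nM fluorophore/quencher THF duplex. Step 3: three fluorescence reads 60 s apart (525/598 nm); read 3 minus read 1 = reaction progress.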
Anesthetic bind: binds horse apoferritin like a general anesthetic | P02791 | apoferritin/1-aminoanthracene competitive binding, fluorescence | Potency, µM (doses to about 77.5 µM), without a hit: at the top dose activity change, negative = displacement, most hits filed as inhibitors | 350,000 compounds, 0.074% hits | AID 485281; further: potency means the concentration at half of the fitted maximal effect; on the % scale 0 is the no-effect control and ±100 the full control effect; nearly all actives have a fitted effect of over 20% in size
Target sequence (P02791 2-175 limits assumed): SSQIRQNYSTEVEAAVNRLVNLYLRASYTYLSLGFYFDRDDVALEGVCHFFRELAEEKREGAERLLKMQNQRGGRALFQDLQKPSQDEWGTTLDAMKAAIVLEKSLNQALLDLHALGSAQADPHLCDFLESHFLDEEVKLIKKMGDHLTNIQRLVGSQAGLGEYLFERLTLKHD
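In PBS, apoferritin at 10 uM is loaded with 1-AMA from a 50% saturated solution. After 10 min of compound exposure at ambient temperature, reduced 535 nm fluorescence indicates probe displacement.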
Pol eta inh: DNA polymerase eta (human) inhibition; 390,000 compounds, 1.2% hits; Potency, µM (series often up to 114 µM), for inactives: top-dose activity change, negative = inhibition, actives largely listed as inhibitors; recombinant Pol eta, fluorescent DNA replication assay; further: potency means the concentration at half of the fitted maximal effect; on the % scale 0 is the no-effect control and ±100 the full control effect
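Pol eta at 10 nM preincubated with compounds 15 min at room temperature; reaction started with fluorescent substrate (50 nM final) and read kinetically at 0 and 10 min.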
Pol kappa inh: inhibitors of human DNA polymerase kappa | 400,000 compounds, 0.53% hits | Q9UBT6 | AID 588579 | purified Pol kappa, fluorescent DNA synthesis assay, 10 min | Potency, µM (series often up to 107 µM), without a hit: at the highest dose activity, negative = inhibition, usual class: inhibitors; further: potency means the concentration at half of the fitted maximal effect; on the % scale 0 is the no-effect control and ±100 the full control effect
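Enzyme at 10 nM met test compounds for 15 min at room temperature. Substrate addition (50 nM final) began the reaction, which was monitored by fluorescence at 0 and 10 min.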
POLB inh: blocks human DNA polymerase beta activity | P06746 | Pol beta primer extension/strand displacement, fluorescence kinetic | Potency, µM (top dose mostly 114 µM), without a hit: top-dose activity change, negative = inhibition, hits mostly inhibitors | 340,000 compounds, 1.3% hits; further: potency means the concentration at half of the fitted maximal effect; on the % scale 0 is the no-effect control and ±100 the full control effect
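Pol beta (10 nM) was preincubated with compound for 15 min at room temperature. The reaction was then started with 50 nM substrate and read immediately and after a further 10 min at room temperature.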
RGS4 inhibitor: human RGS4 inhibition | 390,000 compounds, 0.039% hits | Transcreener GDP fluorescence polarization, RGS4-accelerated GTP hydrolysis | Potency, µM (highest dose often 114 µM), without a hit: at the top dose activity change, negative = inhibition, hits mostly inhibitors; further: potency means the concentration at half of the fitted maximal effect; on the % scale 0 is the no-effect control and ±100 the full control effect; nearly all actives have a fitted effect of over 75% in size; some results filed as inactive show a strong effect at the top dose
Target sequence (P49798 whole entry, looked up): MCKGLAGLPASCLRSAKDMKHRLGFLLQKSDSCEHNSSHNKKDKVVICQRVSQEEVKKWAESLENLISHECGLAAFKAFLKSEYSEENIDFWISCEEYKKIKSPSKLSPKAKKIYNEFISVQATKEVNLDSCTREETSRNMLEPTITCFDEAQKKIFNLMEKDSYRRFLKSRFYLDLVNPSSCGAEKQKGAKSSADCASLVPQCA
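MLSMR compounds (23 nl, pin-transferred) preincubated 10 min at room temperature with a 500nM (2x) first reagent, then RGS4 at 900nM (2x) plus Transcreener GDP mix added; fluorescence polarization (620/688 nm) read before and after 90 min at 30 °C.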
LDHA inh: blocks human lactate dehydrogenase A. purified LDHA, NADH/diaphorase-resazurin fluorescence; hits give low values. P00338. 480,000 compounds, 0.15% hits. activity change, % (values are at about 110 or 230 µM); in the data active means activity change below about -30%; inconclusive means mostly about -25% to -30%;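 further: plate controls were DMSO wells for no effect and wells without enzyme for full effect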
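Human LDH5 at 2 nM final in Tris HCl pH 7.4 with 0.06 mM NADH and 0.2 mM pyruvate, reacted 5 minutes at room temperature. Remaining NADH coupled via diaphorase/resazurin; resorufin fluorescence read at 0 and 20 minutes, normalized to enzyme-free and DMSO wells.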
ALOX12 inh: blocks human arachidonate 12S-lipoxygenase; 580,000 compounds, 1.1% hits; purified 12hLO, xylenol orange hydroperoxide absorbance; Potency, µM (series often up to 108 µM), for inactives: at the highest dose activity change, negative = inhibition, hits mostly inhibitors; P18054; AID 1671190; further: potency means the concentration at half of the fitted maximal effect; on the % scale 0 is the no-effect control and ±100 the full control effect
Target sequence (P18054 whole entry, looked up): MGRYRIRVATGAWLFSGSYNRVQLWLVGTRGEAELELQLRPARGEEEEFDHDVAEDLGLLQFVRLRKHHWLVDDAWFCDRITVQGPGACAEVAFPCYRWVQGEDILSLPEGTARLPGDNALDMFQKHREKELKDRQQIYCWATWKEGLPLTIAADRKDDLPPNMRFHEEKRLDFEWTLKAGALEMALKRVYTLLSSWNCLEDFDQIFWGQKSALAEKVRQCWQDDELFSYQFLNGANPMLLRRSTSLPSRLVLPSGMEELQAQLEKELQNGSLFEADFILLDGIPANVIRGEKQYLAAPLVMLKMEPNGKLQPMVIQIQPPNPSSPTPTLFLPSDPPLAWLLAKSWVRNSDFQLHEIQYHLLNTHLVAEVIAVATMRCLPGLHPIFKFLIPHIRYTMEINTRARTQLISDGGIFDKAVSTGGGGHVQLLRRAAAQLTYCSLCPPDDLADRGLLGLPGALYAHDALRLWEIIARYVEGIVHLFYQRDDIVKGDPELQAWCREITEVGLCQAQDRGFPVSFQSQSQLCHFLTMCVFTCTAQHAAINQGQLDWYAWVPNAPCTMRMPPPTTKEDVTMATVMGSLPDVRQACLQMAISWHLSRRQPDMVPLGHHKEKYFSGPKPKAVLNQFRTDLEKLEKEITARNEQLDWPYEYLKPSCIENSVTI
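Purified human 12hLO (150 nM final) in 25 mM Hepes, 0.01% Triton X-100, pH 7.0 was preincubated 15 min at room temperature with compound. Then 40 uM arachidonic acid was added, 30 min. Hydroperoxide was read by Fe-XO absorbance ratio 573/405 nm.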
ERG-DNA inh: blocks human ERG Ets domain binding to DNA; P11308; fluorescence polarization, His-ERG Ets domain / labelled DNA; Potency, µM (doses to about 76.9 µM), for inactives: at the highest dose FP activity, negative = inhibition, most hits filed as inhibitors; 370,000 compounds, 0.028% hits; active means well fitted inhibition curve with a large enough effect in the polarisation, with a control signal flat; inconclusive means small, poorly fitted or top-dose-only effect, or effect the other way, or a change in a side signal; inactive means no such curve, though single readings can be large or run the other way; the % refers to the polarisation;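 further: polarization taken with two DNA probes labelled with fluorescein and Texas red; potency means the concentration at half of the fitted maximal effect; % of control where 0% means no effect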
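His-tagged ERG Ets domain (1 uM in the protein solution; 300mM KCl, 50mM Tris-HCl, 1mM EDTA, 1mM DTT, pH 7.5) received compound, then a probe mix of 5 nM fluorescein-DNA and 100nM Texas-615-DNA. Fluorescence polarization was read for both dyes.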
Starred values were filed as active, the others as inactive; ? = inconclusive; . = not tested or not shown; & = joins results of further samples; [ ] = another dose, or the depositor's remark. Unless noted, the call rests on the fitted dose curve; in most records, active means well fitted curve in the direction sought with a large enough effect; inconclusive means small, poorly fitted or top-dose-only effect, or another doubt; inactive means no such curve, though single readings can be large; an effect the other way counts as inactive or inconclusive. These rows are one share of the data; the hit share may differ from the screen's.

#	Structure	APEX1 inh	Anesthetic bind	Pol eta inh	Pol kappa inh	POLB inh
1	Cc1ccc(CCc2nnc(SCC(=O)Nc3ccccc3Cl)n2-c2ccccc2)o1	-3%	2%	-7%	-6%	-3%
2	Cc1ccc(C)c(NC(=O)c2ccc(N(C)S(C)(=O)=O)cc2)c1	-1%	-8%	-9%	-3%	22%
3	Cc1ccc(OCCN2C(=O)c3ccccc3C2=O)c([N+](=O)[O-])c1	0%	-7%	-15%	0%	2%
4	Cc1cc(C(=O)CSc2nc(N)cc(N)n2)c(C)n1-c1cccc(C(F)(F)F)c1	-1%	-23%	-9%	6%[60.1 µM]	-1%
5	COC(=O)c1ccc(NC(=O)c2c(NCc3cccc(F)c3)sc3c2CCCC3)cc1	.	-5%	-1%	-2%[60.1 µM]	-13%
6	CC1Cc2ccccc2N1C(=O)CNc1ccccc1N1CCCCC1 (centres undefined)	3%	-6%	-15%	2%	39%[activator]
7	NCCCC[C@H](NC(=O)C1CCNCC1)c1nnc([C@@H](N)CO)o1	0%	1%	-9%	0%	1%
8	CC(NC(=O)c1ccc(Cl)cc1)c1nnc(SCC(=O)NC2=NCCS2)n1C (centres undefined)	36%	-4%	2%	-7%	40%

#	RGS4 inhibitor	LDHA inh	ALOX12 inh	ERG-DNA inh
1	-42%	-3	-19%	-4%
2	3%	-2	18%	-2%
3	-16%	-6	-4%	-24%
4	-12%[11.4 µM]	2	-8%	6%
5	?	1	?	0%
6	-2%	-3	1%	-3%
7	6%	0	-1%	-8%
8	17%	-7	?	-2%

The last 2 entries of the part above lead into the next.
#	Structure	APEX1 inh	Anesthetic bind	Pol eta inh	Pol kappa inh	POLB inh
7	NCCCC[C@H](NC(=O)C1CCNCC1)c1nnc([C@@H](N)CO)o1	0%	1%	-9%	0%	1%
8	CC(NC(=O)c1ccc(Cl)cc1)c1nnc(SCC(=O)NC2=NCCS2)n1C (centres undefined)	36%	-4%	2%	-7%	40%
9	COC(=O)c1sc(NC(=O)CSc2nncs2)c(C(=O)OC)c1C	3%	?	4%	-7%	0%
10	Cc1cc(=O)[nH]c(SCC(=O)c2c(N)n(C)c(=O)n(C)c2=O)n1	5%	1%	-11%	-8%	84%
11	N#Cc1ccc(C(=O)NC2CCCc3ccccc32)cc1 (centres undefined)	-2%	-1%	-20%	-2%	12%
12	CCOC(=O)c1cc(C)n(CC2CCC(C(=O)Nc3ccc(Cl)cc3)CC2)c1C (centres undefined)	.	25%	-11%	-6%	-18%
13	C[C@](N)(Cc1ccc(O)cc1)C(=O)O	13%&-1%	6%	-5%[57.1 µM]	3%&1%[60.1 µM]	0%[57.1 µM]
14	O=C(CNC(=O)c1ccccc1C(=O)O)c1ccccc1	-2%	-17%	-3%	1%	4%
15	COc1ccc(S(=O)(=O)N2CCOCC2)cc1NC(=O)CSc1ccc(F)cc1	39%	.	-1%	-6%	.
16	O=C(CSc1nnc(-c2ccoc2)o1)N1CCOCC1	-3%	-8%	2%	-14%	3%

#	RGS4 inhibitor	LDHA inh	ALOX12 inh	ERG-DNA inh
7	6%	0	-1%	-8%
8	17%	-7	?	-2%
9	-13%	-6	-13%	2%
10	2%	-6	?	0%
11	-8%	-4	2%	8%
12	-22%	-6	-24%	-1%
13	2%[56.9 µM]	.	-3%[3.43 µM]	.
14	-20%	0	-21%	-13%
15	3%	-10	8%	-5%
16	19%	-4	0%	-22%

(further entries)
#	Structure	APEX1 inh	Anesthetic bind	Pol eta inh	Pol kappa inh	POLB inh
17	Cc1nnc(NC(=O)CSc2nccn2Cc2ccc(F)cc2)s1	6%	-7%&36%	-15%&-12%	8%	61%&0%
18	Cc1ccc(CN=c2c([N+](=O)[O-])nn(-c3cccc(Cl)c3)n2O)cc1	?	?	-11%	-16%	-20%
19	Cn1nccc1C(=O)N1CCN(c2ccccc2Cl)CC1	40%[activator]	-3%	-20%	0%	57%
20	CSc1nnc2c(=O)[nH]c(=O)n(C)c2n1	.	.	4%	-7%	.
21	NS(=O)(=O)c1ccc2c(c1)C(=NO)c1cc(S(N)(=O)=O)ccc1-2	-13%	-6%	-13%	4%	?
22	CCOC(=O)c1cnn(-c2ccccc2)c1NC(=O)c1ccccc1	2%	-24%	-12%	5%	35%
23	Cc1cc(C)n(C(C)CNS(=O)(=O)c2ccccc2)n1 (centres undefined)	46%	-9%	-21%	-8%	1%
24	O=C(CCc1nc2ccccc2c(=O)[nH]1)N1CCN(S(=O)(=O)c2cccc(F)c2)CC1	-12%	-12%	-7%	-21%	?

#	RGS4 inhibitor	LDHA inh	ALOX12 inh	ERG-DNA inh
17	1%&-11%	1&8	3%&-14%	8%&2%
18	-13%	-1	0%	4%
19	-6%	-12	-34%	11%
20	7%	-4	?	-2%
21	-2%	-2	17%	-3%
22	-7%	-4	-18%	-3%
23	0%	-6	0%	6%
24	-13%	-3	4%	-4%

Later entries:
#	Structure	APEX1 inh	Anesthetic bind	Pol eta inh	Pol kappa inh	POLB inh
25	CCc1ccc(NC(=O)CSc2nccn2-c2ccc(F)cc2)cc1	.	-7%	-13%	-9%[60.1 µM]	-2%
26	O=C(CCCn1c(=O)c2ccccc2n(Cc2ccc(F)cc2Cl)c1=O)NCCc1ccc(Cl)cc1	.	-6%	-4%	4%	-2%
27	CCOc1ccc(N(CC(=O)NC2CCCCC2)S(=O)(=O)c2ccccc2)cc1	0%	2%	2%	-13%	82%
28	COc1ccccc1N1CCN(CCCNC(=O)c2cnn(-c3cccc(Cl)c3)c2C2CCN(C(=O)OC(C)(C)C)CC2)CC1	.	-10%	-9%	-20%	-18%
29	CC(C)=CCCC1(C)C=Cc2c(c(C)cc3c2[nH]c2cc(O)ccc23)O1 (centres undefined)	4%	?	-16%	-10%	?
30	CS(=O)(=O)N1CC(C(=O)NN)Oc2ccc(Cl)cc21 (centres undefined)	-5%	-9%	4%	-6%	16%
31	CC(NCc1ccc(-c2ccccc2)cc1)C(O)c1ccccc1 (centres undefined)	3%	?	-27%	-8%	18%
32	N=c1c(-c2nc3ccccc3[nH]2)cc(C(=O)c2ccco2)nn1-c1ccccc1	22%	-17%	26%	-9%	19%

#	RGS4 inhibitor	LDHA inh	ALOX12 inh	ERG-DNA inh
25	-18%	1	-4%	-7%
26	10%	-2	-33%	8%
27	40%	-6	-3%	1%
28	-3%	5	?	0%
29	12%	0	?	17%
30	15%	2	0%	-1%
31	3%	2	?	-1%
32	2%[11.4 µM]	-1	-7%	7%

Other structures follow:
#	Structure	APEX1 inh	Anesthetic bind	Pol eta inh	Pol kappa inh	POLB inh
33	COc1ccc(C)cc1NC(=O)Cn1cnnn1	-1%	-5%	1%	4%	0%
34	COc1ccc(NC(=O)C2=Cc3ccccc3OC2)cc1	-8%	-3%	-17%	4%	-1%
35	Cc1ccccc1-c1nc(SCc2ccccn2)c2c(=O)n(C)c(=O)n(C)c2n1	1%	-6%	-21%	-7%	?
36	CC(C)(C)[C@H]1COC(=O)CC/C=C\C[C@H](CC(=O)N(CCO)Cc2ccccc2)C(=O)N1	8%	.	0%	-3%	.
37	Nc1cnccc1Oc1cccc(C(F)(F)F)c1	.	.	7%	-4%	.
38	Cc1noc(C)c1NC(=O)N(C)C[C@H]1Oc2ccc(NC(=O)C3CC3)cc2C(=O)N([C@H](C)CO)C[C@@H]1C	41%	.	-12%	14%	.
39	COC(=O)CSc1nnc(CNc2ccc(Cl)cc2)n1-c1ccccc1	-6%	-13%	-4%	-4%	14%
40	Cc1ccc(NC(=O)COC(=O)c2ccc(S(=O)(=O)N3CCCC3)cc2)cc1	23%	.	-7%	0%	.

#	RGS4 inhibitor	LDHA inh	ALOX12 inh	ERG-DNA inh
33	2%	-10	?	-2%
34	?	2	0%	-3%
35	0%	-4	-7%	0%
36	18%	-5	2%	3%
37	-11%	1	1%	10%
38	-13%	-2	1%	5%
39	-10%	-6	-17%	0%
40	-5%	-1	-2%	3%

Next section.
#	Structure	APEX1 inh	Anesthetic bind	Pol eta inh	Pol kappa inh	POLB inh
41	COCCn1ccc2c(OCC(=O)Nc3cc(OC)ccc3OC)cccc2c1=O	-14%	.	-6%	-3%	.
42	O=C(NCc1cccs1)c1noc2c1CCCC2	0%	-11%	5%	-3%	-2%
43	COc1ccc(C(=O)CC(=O)C(=O)Nc2ccc(C)c(C)c2)cc1	-13%	-4%	-14%	-12%	?
44	C=CCN(CC=C)C(=S)Nc1ccc(OC)c(OC)c1	3%	?	2%	-12%	14%
45	COCCCNC(=O)C1CCN(c2nc3ccc(Cl)cc3[nH]2)CC1	.	?	-18%	0%[60.1 µM]	1%

#	RGS4 inhibitor	LDHA inh	ALOX12 inh	ERG-DNA inh
41	-3%	-10	16%	0%
42	5%	0	7%	-1%
43	2%	12	0%	-2%
44	-5%	0	-13%	1%
45	-8%	-2	-7%	1%

Some of these compounds in order of number of heavy atoms, low to high:
#	Structure	APEX1 inh	Anesthetic bind	Pol eta inh	Pol kappa inh	POLB inh
44	C=CCN(CC=C)C(=S)Nc1ccc(OC)c(OC)c1	3%	?	2%	-12%	14%
45	COCCCNC(=O)C1CCN(c2nc3ccc(Cl)cc3[nH]2)CC1	.	?	-18%	0%[60.1 µM]	1%
40	Cc1ccc(NC(=O)COC(=O)c2ccc(S(=O)(=O)N3CCCC3)cc2)cc1	23%	.	-7%	0%	.

#	RGS4 inhibitor	LDHA inh	ALOX12 inh	ERG-DNA inh
44	-5%	0	-13%	1%
45	-8%	-2	-7%	1%
40	-5%	-1	-2%	3%

Bioassay records (PubChem BioAssay)
